G9a inh – qHTS Assay for Inhibitors of Histone Lysine Methyltransferase G9a. G9a H3K9 monomethylation, AlphaScreen, 2 h. Histone-lysine N-methyltransferase EHMT2 (Homo sapiens), Q96KQ7. Potency, µM (top dose mostly 102 µM), inactives show top-dose activity, negative = inhibition, hits mostly inhibitors. hit rate 8.8% among 350,000; further: on the % scale 0 is the no-effect control and ±100 the full control effect; nearly all actives have a fitted effect of over 75% in size
Target sequence (Q96KQ7 913-1193 limits assumed): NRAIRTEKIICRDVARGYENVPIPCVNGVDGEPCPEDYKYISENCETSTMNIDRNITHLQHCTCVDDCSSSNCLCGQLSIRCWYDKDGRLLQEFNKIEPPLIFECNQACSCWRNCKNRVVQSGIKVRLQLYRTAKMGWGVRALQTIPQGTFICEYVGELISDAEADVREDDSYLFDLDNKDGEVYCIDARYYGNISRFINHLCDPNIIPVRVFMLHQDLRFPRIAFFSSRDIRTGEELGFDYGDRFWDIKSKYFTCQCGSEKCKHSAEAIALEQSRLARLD
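Readings reflect AlphaScreen signal from monomethyl-H3K9 antibody detection. HMT at 20 nM; substrate b-H3K9 500 nM; cofactor SAM 20 uM; 2 h RT reaction; compounds tested as titrations in qHTS with 15 min preincubation.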
Pol eta inh – qHTS for Inhibitors of Polymerase Eta | DNA polymerase eta (Homo sapiens), Q9Y253 | recombinant Pol eta, fluorescent DNA replication assay | Potency, µM (doses to about 114 µM), without a hit: at the top dose activity change, negative = inhibition, actives largely listed as inhibitors | hit rate 1.2% among 390,000 | AID 588591, 2011; further: on the % scale 0 is the no-effect control and ±100 the full control effect
Target sequence (Q9Y253 whole entry, looked up): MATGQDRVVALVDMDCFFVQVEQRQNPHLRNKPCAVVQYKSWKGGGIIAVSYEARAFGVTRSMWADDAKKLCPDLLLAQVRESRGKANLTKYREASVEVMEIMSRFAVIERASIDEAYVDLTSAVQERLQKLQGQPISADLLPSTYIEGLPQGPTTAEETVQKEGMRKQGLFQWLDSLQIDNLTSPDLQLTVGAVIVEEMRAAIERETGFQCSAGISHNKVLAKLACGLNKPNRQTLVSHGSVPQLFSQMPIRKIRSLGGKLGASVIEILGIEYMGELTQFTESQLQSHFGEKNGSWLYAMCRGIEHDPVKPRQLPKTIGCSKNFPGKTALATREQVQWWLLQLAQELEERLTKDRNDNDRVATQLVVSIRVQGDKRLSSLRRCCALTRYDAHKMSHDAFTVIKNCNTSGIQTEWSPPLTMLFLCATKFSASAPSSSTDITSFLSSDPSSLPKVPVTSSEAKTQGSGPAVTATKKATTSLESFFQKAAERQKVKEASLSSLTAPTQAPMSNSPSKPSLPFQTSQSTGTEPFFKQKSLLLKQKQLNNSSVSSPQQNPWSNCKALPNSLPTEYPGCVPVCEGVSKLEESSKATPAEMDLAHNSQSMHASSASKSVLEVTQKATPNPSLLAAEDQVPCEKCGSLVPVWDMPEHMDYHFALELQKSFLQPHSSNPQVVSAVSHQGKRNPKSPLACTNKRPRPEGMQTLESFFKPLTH
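Fluorescent replication assay: 50 nM final substrate added after a 15 min room-temperature compound preincubation with 10 nM enzyme. Signal taken at 0 min and again at 10 min.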
POLK inh – qHTS for Inhibitors of Polymerase Kappa; DNA polymerase kappa (Homo sapiens), Q9UBT6; purified Pol kappa, fluorescent DNA synthesis assay, 10 min; Potency, µM (titrated, usually from 107 µM), for the others: top-dose activity, negative = inhibition, most hits filed as inhibitors; hit rate 0.53% among 400,000; AID 588579, 2011; further: on the % scale 0 is the no-effect control and ±100 the full control effect
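Kinetic fluorescence readout at 0 and 10 min followed reaction start with substrate at 50 nM final. Beforehand, enzyme (10 nM Pol kappa) stood 15 min with compound at room temperature; buffer-only wells were negative controls.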
BAZ2B block – qHTS Assay for Inhibitors of BAZ2B. AlphaScreen BAZ2B-H3K14Ac peptide displacement. AID 504333, 2011. Potency, µM (series often up to 114 µM), for the others: at the highest dose activity change, negative = inhibition, actives largely listed as inhibitors. hit rate 4.4% among 360,000; further: on the % scale 0 is the no-effect control and ±100 the full control effect; nearly all actives have a fitted effect of over 60% in size
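Compounds, titrated to a top concentration of 110 uM, were incubated 30 min at room temperature with preformed BAZ2B/acetyl-K14 H3 peptide complex (50 nM each). Proximity signal was measured by AlphaScreen after 20 min with beads.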
BLM inh – qHTS Assay for Inhibitors of Bloom's syndrome helicase (BLM); RecQ-like DNA helicase BLM (Homo sapiens), P54132; recombinant BLM DNA unwinding, fluorescence dequenching; Potency, µM (top dose mostly 56.1 µM), inactives show top-dose activity change, negative = inhibition, hits mostly inhibitors; hit rate 0.2% among 350,000; AID 2528, 2010;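 further: plate controls were vehicle for no effect and no enzyme for full effect; nearly all actives have a fitted effect of over 35% in size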
Pol iota inh – qHTS for Inhibitors of Polymerase Iota | DNA polymerase iota (Homo sapiens), Q9UNA4 | Pol iota fluorescent replication assay, 10 min | AID 588590, 2011 | Potency, µM (series often up to 115 µM), for the others: at the top dose activity, negative = inhibition, most hits filed as inhibitors | hit rate 1% among 390,000
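Pol iota at 10 nM preincubated 15 min with compounds at room temperature; reaction started with fluorescent substrate, 50 nM final. Fluorescence read kinetically at 0 and 10 min; buffer-only wells as negative control.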
APE1 inh – qHTS Assay for Inhibitors of the Human Apurinic/apyrimidinic Endonuclease 1 (APE1); DNA repair nuclease/redox regulator APEX1 (Homo sapiens), P27695; AID 2517, 2012; Potency, µM (highest dose often 65.8 µM), for inactives: at the highest dose activity change, negative = inhibition, hits mostly inhibitors; hit rate 0.35% among 350,000; recombinant APE1, TAMRA/BHQ-2 abasic DNA cleavage fluorescence;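 further: plate controls were vehicle for no effect and reference inhibitor for full effect; nearly all actives have a fitted effect of over 55% in size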
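Measures dequenching upon AP-site incision of a 5'-TAMRA/3'-BHQ-2 THF-containing duplex, 50 nM; human APE1 0.75 nM after 15 min room-temperature exposure to compound; kinetic three-point read at one-minute spacing.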
Anesthetic bind – qHTS Assay for Identification of Novel General Anesthetics; hit rate 0.074% among 350,000; Ferritin light chain (Equus caballus), P02791; Potency, µM (doses to about 77.5 µM), for inactives: top-dose activity change, negative = displacement, most hits filed as inhibitors; AID 485281, 2010; apoferritin/1-aminoanthracene competitive binding, fluorescence; further: on the % scale 0 is the no-effect control and ±100 the full control effect; nearly all actives have a fitted effect of over 20% in size
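Steps: apoferritin (10 uM) was premixed with half-saturated 1-AMA in PBS, compounds were pin-transferred, plates stood 10 min at room temperature, fluorescence was read at 380/535 nm, and curves were fitted with a Hill equation.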
Pol beta inh – qHTS Assay for Inhibitors of DNA Polymerase Beta. P06746. Pol beta primer extension/strand displacement, fluorescence kinetic. Potency, µM (top dose mostly 114 µM), for the others: top-dose activity change, negative = inhibition, usual class: inhibitors. hit rate 1.3% among 340,000; further: on the % scale 0 is the no-effect control and ±100 the full control effect
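Values derive from four-parameter Hill fits of normalized kinetic data: reads at 0 and 10 min following addition of 50 nM substrate to 10 nM Pol beta preincubated 15 min with compound.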
Starred values were filed as active, the others as inactive; u = inconclusive; x = not tested or not shown; [ ] = remark or other dose. The call rests on the fitted dose curve; in most records, active means well fitted curve in the direction sought with a large enough effect; inconclusive means small, poorly fitted or top-dose-only effect, or another doubt; inactive means no such curve, though single readings can be large; an effect the other way counts as inactive or inconclusive. Potency means the concentration at half of the fitted maximal effect. Only part of the results is shown; rates above refer to the full screens.

SMILES	G9a inh	Pol eta inh	POLK inh	BAZ2B block	BLM inh	Pol iota inh	APE1 inh	Anesthetic bind	Pol beta inh
CCCCC(=O)OCC(=O)Nc1ccc(C)c(F)c1	8%	8%	-1%	0%	-7%	-15%	-5%	-17%	-1%
CCN1C(=O)CC(NCc2ccc3c(c2)OCO3)C1=O (stereo unspecified)	6%	7%	-7%	11%	-4%	5%[58.9 µM]	14%	1%	11%
CCCc1ncc(CN2CCCC(C(=O)Nc3ccc(-c4cccc(OC)c4)cc3)C2)cn1 (stereo unspecified)	-16%	-18%	3%	-27%[57.1 µM]	-6%	15%	65%	-8%	-2%
CC(=O)c1cccc(NC(=O)C(Sc2ncnc3ccccc23)c2ccccc2)c1 (stereo unspecified)	11%[59 µM]	-9%	-9%	-30%	0%	83%[activator]	3%	-14%	7%
CCC(C(=O)NC1CCCCC1)N(C(=O)c1snc(C(N)=O)c1N)c1ccc(OC)cc1OC (stereo unspecified)	25%	-9%	-7%	-18%	-4%	66%[activator]	8%	-12%	22%
O=C(CSc1cn(CCNC(=O)c2cccs2)c2ccccc12)NC1CCCC1	-11%[59 µM]	-4%	-18%	7%	3%	13%	3%	-4%	1%
CCOC(=O)CNC(=O)Cc1ccc(OC)cc1	12%	-1%	-9%	-16%	1%	27%	2%	-3%	2%
CN(C)/C=C/C(=O)c1ccc(S(=O)(=O)c2ccccc2)cc1	-29%	u	-40%	-16%	-10%	37%[activator]	u	-14%	-2%
CCC(C)[C@H](NC(=O)NCc1ccc(OC)c(OC)c1)C(=O)O (stereo partly specified)	-1%	0%	2%	-11%	-3%	-2%	3%	3%	-12%
CC(=O)c1ccc(Nc2cnn(C34CC5CC(CC(CC(=O)O)(C5)C3)C4)c(=O)c2Cl)cc1	u	3%	-11%	-6%	-2%	-25%	1%	-18%	15%

Single records, from the list above:
Listed for `CN(C)/C=C/C(=O)c1ccc(S(=O)(=O)c2ccccc2)cc1` : G9a inh = -29%; Pol eta inh = u; POLK inh = -40%; BAZ2B block = -16%; BLM inh = -10%; Pol iota inh = 37%[activator]; APE1 inh = u; Anesthetic bind = -14%; Pol beta inh = -2%
Listed for `CC(=O)c1cccc(NC(=O)C(Sc2ncnc3ccccc23)c2ccccc2)c1` (stereo unspecified) : G9a inh = 11%[59 µM]; Pol eta inh = -9%; POLK inh = -9%; BAZ2B block = -30%; BLM inh = 0%; Pol iota inh = 83%[activator]; APE1 inh = 3%; Anesthetic bind = -14%; Pol beta inh = 7%

Additional compounds.
SMILES	G9a inh	Pol eta inh	POLK inh	BAZ2B block	BLM inh	Pol iota inh	APE1 inh	Anesthetic bind	Pol beta inh
CCOc1ccccc1C(=O)Nc1ccccc1O	-10%[59 µM]	-9%	0%	3%	-5%	-3%	-3%	-3%	0%
Cc1ccc(C)c(S(=O)(=O)N2CCC(c3nc4c(nnn4Cc4ccc(F)cc4)c(=O)[nH]3)CC2)c1	-19%[59 µM]	-20%	-10%	2%	-11%	-16%	u	-2%	10%
COc1ccc(-c2ccc(=O)[nH]n2)cc1	1%[59 µM]	-5%	-12%	-5%	0%	3%[58.9 µM]	0%	-15%	12%
COc1ccc(NS(=O)(=O)c2cc3[nH]c(=O)c(=O)[nH]c3cc2C)cc1OC	-26%[59 µM]	-14%	-8%[60.1 µM]	79µM*	0%	13%	x	-2%	-1%
O=C(Cc1ccccc1[N+](=O)[O-])Nc1ccccc1C(=O)N1CCOCC1	x	-16%	-16%	8%	-2%	153%[activator]	3%	-8%	45%
CCOc1cccc(NC(=O)/C(C#N)=C\c2cn(CC(=O)O)c3ccccc23)c1	u	u	0%	-35%	-2%	-2%	22%	-21%	50µM*
Cc1ccc(CNC(=O)C(=O)NCC2OCCN2S(=O)(=O)c2ccc(Br)cc2)cc1 (stereo unspecified)	x	-17%	u	-2%	-7%	-2%	-17%	-20%	-2%
COc1ccc2c(Sc3ccccc3)c(C(=O)NCc3cccc(OC)c3OC)[nH]c2c1	u	-17%	1%	-17%	-10%	-8%	x	-13%	-2%
CC(C)C(c1nnnn1CC1CCCO1)N1CCN(Cc2ccc3c(c2)OCO3)CC1 (stereo unspecified)	-47%[59 µM]	5%	-3%	-5%	-2%	-16%	0%	3%	1%
Cc1csc(N(C(=O)Cc2ccccc2F)c2ccccc2)n1	22%	-20%	-3%	-6%	4%	86%[activator]	0%	4%	-1%

Records listed so far shown as hits in BAZ2B block.
molecule | G9a inh | Pol eta inh | POLK inh | BAZ2B block | BLM inh | Pol iota inh | APE1 inh | Anesthetic bind
COc1ccc(NS(=O)(=O)c2cc3[nH]c(=O)c(=O)[nH]c3cc2C)cc1OC | -26%[59 µM] | -14% | -8%[60.1 µM] | 79µM* | 0% | 13% | x | -2%

(continued)
SMILES	G9a inh	Pol eta inh	POLK inh	BAZ2B block	BLM inh	Pol iota inh	APE1 inh	Anesthetic bind	Pol beta inh
COc1ccc(OCc2n[nH]c(=S)o2)cc1	u	-15%	-2%	-28%	-1%	-9%	3%	-6%	-1%
COC(=O)CSc1nnc(C2COc3ccccc3O2)n1-c1ccccc1 (stereo unspecified)	-27%[12.7 µM]	-10%	-2%	6%	-3%	37%[activator]	-3%	-1%	u
CC1(C)Cc2c(cnn2-c2ccc(F)cc2)C(NC(=O)C(C)(C)O)C1 (stereo unspecified)	48%	-5%	-14%	7%	-1%	5%	4%	-5%	14%
Cc1ccc(C(=O)C2=C(O)C(=O)N(Cc3cccnc3)C2c2ccc(N(C)C)cc2)o1 (stereo unspecified)	35µM*	-5%	4%	-33%	-6%	29%	38%	-6%	8%
COc1ccc(C(C(=O)NCC2CCCO2)N(C(=O)Cn2nnc3ccccc32)c2ccc(NC(C)=O)cc2)c(OC)c1 (stereo unspecified)	1%	-19%	2%	-6%	-2%	6%	-6%	-4%	u
Cc1cccc(N(CC(O)CON=C2c3ccccc3-c3ccccc32)S(C)(=O)=O)c1 (stereo unspecified)	8%[59 µM]	-16%	-9%	1%	-11%	9%	-9%	2%	0%
Cc1ccc(CONS(=O)(=O)c2cc(C)ccc2C)cc1	-12%[12.7 µM]	-10%	-16%	47%[activator]	x	7%	-12%	x	x
CCOC(=O)c1c(C)nc2c(C#N)cnn2c1C	11%[59 µM]	-8%	-5%	14%	-3%	8%	0%	-11%	-4%
COc1cc(C2C(C(C)=O)=C(O)C(=O)N2c2ccc(C)cc2)ccc1O (stereo unspecified)	u	-14%	0%	u	2%	-10%	10%	7%	19%
COc1cc2c(cc1OC)C(c1ccccc1Br)NC(=O)C2 (stereo unspecified)	x	-2%	-8%	-6%	0%	-7%	-1%	-10%	-5%

Grouped by structure: the compounds so far containing an aryl thioether with sulfur outside any ring (four)
SMILES	G9a inh	Pol eta inh	POLK inh	BAZ2B block	BLM inh	Pol iota inh	APE1 inh	Anesthetic bind	Pol beta inh
CC(=O)c1cccc(NC(=O)C(Sc2ncnc3ccccc23)c2ccccc2)c1 (stereo unspecified)	11%[59 µM]	-9%	-9%	-30%	0%	83%[activator]	3%	-14%	7%
O=C(CSc1cn(CCNC(=O)c2cccs2)c2ccccc12)NC1CCCC1	-11%[59 µM]	-4%	-18%	7%	3%	13%	3%	-4%	1%
COc1ccc2c(Sc3ccccc3)c(C(=O)NCc3cccc(OC)c3OC)[nH]c2c1	u	-17%	1%	-17%	-10%	-8%	x	-13%	-2%
COC(=O)CSc1nnc(C2COc3ccccc3O2)n1-c1ccccc1 (stereo unspecified)	-27%[12.7 µM]	-10%	-2%	6%	-3%	37%[activator]	-3%	-1%	u

More compounds
SMILES	G9a inh	Pol eta inh	POLK inh	BAZ2B block	BLM inh	Pol iota inh	APE1 inh	Anesthetic bind	Pol beta inh
O=C(C[n+]1cn(C(F)F)c2ccccc21)c1ccc(OC(F)F)cc1	25%[12.7 µM]	-8%	0%	u	-13%	142%[activator]	-7%	-17%	-2%
CCN(CC(=O)NCc1cccs1)CC(=O)Nc1cccc(S(N)(=O)=O)c1	16%[59 µM]	-4%	-7%	11%	x	-12%	9%	x	x
CCOC(=O)C(C)(C)N(Cc1ccccc1C)S(=O)(=O)c1ccc(Cl)c([N+](=O)[O-])c1	-22%	-7%	-8%	-38%	-6%	10%	-7%	-8%	-9%
CCN(CC(=O)NCc1cccs1)C(=O)c1ccc(NS(=O)(=O)c2cccc([N+](=O)[O-])c2)cc1	u	-10%	-12%	11%	x	16%	-9%	x	x
O=C(c1cccc(OC(F)F)c1)N1CCN(c2ncccn2)CC1	-9%	-1%	3%	9%	-1%	-1%	11%	-6%	8%
Cc1nn(-c2ccccc2)c(OC(=O)c2ccc(Br)cc2)c1S(=O)(=O)c1ccccc1	u	-5%	-22%	u	0%	0%	x	10%	22%
C#CCOc1c(Cl)cc(C2C3=C(CCCC3=O)N(CC(=O)O)C3=C2C(=O)CCC3)cc1OC	u	-12%	-7%	-4%	-2%	18%	2%	626%[activator]	-17%
O=C(COC(=O)c1nsc(Cl)c1Cl)NC1CCCC1	9%	-7%	7%	3%	-5%	24%	-9%	-5%	-12%
CCOC(=O)c1c(S(=O)(=O)N2CCCC2)c(C)n(C)c1C	16%[59 µM]	-1%	-15%	-23%	0%	9%	65%[activator]	-5%	11%
CC(C)(C)c1ccc(C(CC(=O)O)NC(=O)CSc2ccccc2)cc1 (stereo unspecified)	-36%	-2%	-14%	x	-2%	-22%	-3%	2%	34%
CC(=O)N1CCN(c2ccc(NC(=O)c3cccc(Cl)c3)cc2)CC1	x	-18%	-2%	8%	-1%	71%[activator]	-4%	-5%	40%

Source: PubChem (National Center for Advancing Translational Sciences (NCATS))
